Source: PubChem
14-3-3g Raf = 14-3-3 gamma protein interaction modulation; P61981; FP, 14-3-3gamma / TMR-pS259-Raf peptide binding; inhibition, % at 40 µM; 0.19% of 160,000 active; AID 422; in the data active = inhibition above about 30%;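 also: 0% = protein plus tracer without compound and 100% = blank with tracer alone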
Target sequence (P61981 whole entry, looked up): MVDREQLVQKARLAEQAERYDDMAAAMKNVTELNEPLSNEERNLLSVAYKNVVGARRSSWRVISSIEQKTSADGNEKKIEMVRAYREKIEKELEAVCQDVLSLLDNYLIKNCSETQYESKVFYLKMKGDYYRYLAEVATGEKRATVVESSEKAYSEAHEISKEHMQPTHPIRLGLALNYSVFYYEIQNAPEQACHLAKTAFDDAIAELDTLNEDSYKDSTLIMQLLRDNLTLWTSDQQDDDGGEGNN
An asterisk follows results filed as active; & = joins results of further samples. These rows are one share of the data, so the mix of outcomes need not match the whole.

Screening COc1ccc(N2CCN(C(=O)c3ccc(SCc4cccnc4)c([N+](=O)[O-])c3)CC2)cc1 returned 14-3-3g Raf 0.
For Cc1nc(Oc2cccc(C(F)(F)F)c2)c2c3c(sc2n1)CCC3 the results were 14-3-3g Raf 2.
Screening Brc1ccc(C2N(Cc3ccccc3)CCN2Cc2ccccc2)s1 returned 14-3-3g Raf -13.
`CC(C)=C1C2C=CC1C(C(=O)Nc1cccc(C)c1)C2C(=O)O` (stereo not drawn) gave 14-3-3g Raf -2.
For O=c1[nH]c2c(s1)C(c1cccs1)C1C3CCC(C3)C1S2 (stereo not drawn) the results were 14-3-3g Raf -11.
CC(C)C(c1nnnn1Cc1ccccc1)N1CCN(Cc2ccco2)CC1 (stereo not drawn) was read as 14-3-3g Raf 4.
`Cc1ccccc1-c1nc(CN2CCC(C(=O)O)CC2)c(C)o1` gave 14-3-3g Raf -1.
NC(N)=NS(=O)(=O)c1ccc(N=Cc2ccc3c(c2)OCO3)cc1 was read as 14-3-3g Raf -1.
For CCN(CC)CC(O)CN(C)C1=NS(=O)(=O)c2ccccc21 (stereo not drawn) the results were 14-3-3g Raf -2.
Screening COCCNC(=O)CC1Sc2ccccc2NC1=O (stereo not drawn) returned 14-3-3g Raf -6.
Screening CN(C)C(N)=NCCC[C@H](N)C(=O)O returned 14-3-3g Raf -4.
O=C(OC(C(=O)NC1CCCC1)c1ccccc1F)c1ccco1 (stereo not drawn) was read as 14-3-3g Raf -10.
For Cc1cc(NC(=O)CCCOc2ccc(Cl)cc2Cl)no1 the results were 14-3-3g Raf -8.
Screening COc1ccc2c(c1OC)C(=O)OC2Nc1ccccn1 (stereo not drawn) returned 14-3-3g Raf -15.
For CC1CCCC(C)N1CCCNC(=O)c1cc(Sc2ccc(F)cc2)nc2ccccc12 (stereo not drawn) the results were 14-3-3g Raf 3.
`O=C(Nc1ccc2ccccc2c1)c1cccc([N+](=O)[O-])c1` gave 14-3-3g Raf 9.
Screening O=C(Nc1ccccn1)c1cccnc1 returned 14-3-3g Raf -17.
Screening Cc1c(N(C)C(=O)C23CC4CC(CC(C4)C2)C3)c(=O)n(-c2ccccc2)n1C returned 14-3-3g Raf -1&-6.
For Cc1nc(Cl)c(C(=O)O)c(C)c1[N+](=O)[O-] the results were 14-3-3g Raf -1.
`COC(=O)c1ccc(C(=O)OC)c(NC(=O)CN2CCN(c3ccccc3)CC2)c1` gave 14-3-3g Raf -5.
For COc1ccc(C2C(C(C)=O)=C(C)N=c3s/c(=C\c4ccc5c(c4)OCO5)c(=O)n32)c(OC)c1 (stereo not drawn) the results were 14-3-3g Raf -12.
`CCOC(=O)c1c(NC(=O)c2cc([N+](=O)[O-])ccc2Cl)sc(-c2ccccc2)c1C` gave 14-3-3g Raf 7.
For CCOC(=O)c1cc(OCC(=O)NC(C)C(C)C)cc(C(=O)OCC)c1 (stereo not drawn) the results were 14-3-3g Raf 0.
`O=C(Nc1nnc(C2CC2)o1)c1ccc(S(=O)(=O)N2CCCC2)cc1` gave 14-3-3g Raf -7.
For CCN(CC(=O)Nc1c(C(=O)OC)[nH]c2ccc(Cl)cc12)c1ccc2c(c1)OCO2 the results were 14-3-3g Raf 0.
`CCOC(=O)c1c(NC(=O)Cc2ccc(OC)c(OC)c2)sc2c1CCCC2` gave 14-3-3g Raf -4.
Screening CCN1C(=O)c2cccc3c(S(=O)(=O)Nc4ccc(C)cc4)ccc1c23 returned 14-3-3g Raf 0.
For CCOc1ccc2[nH]c(=O)c(CN(CCO)C(=O)c3ccc(F)cc3)cc2c1 the results were 14-3-3g Raf 3.
Screening Cc1cc(C)c(-c2c(C#N)c(N)nc3c2CCCCCC3)c(C)c1 returned 14-3-3g Raf -3.
For CCOC(=O)CSc1ccc(C(=O)N2CCOCC2)cc1[N+](=O)[O-] the results were 14-3-3g Raf 1.
Screening CC(=O)OCc1cnc(C)c2oc(=Nc3ccc(C)c(F)c3)c(C(=O)Nc3ccc(C)cc3)cc12 returned 14-3-3g Raf -39.
Screening OCC1O[C@H](O)C(Cl)C(O)C1O (stereo partly drawn) returned 14-3-3g Raf -3.
`CCOC(=O)CCCCC(=O)c1[nH]c(=O)[nH]c1CSc1nc(C)cc(=O)[nH]1` gave 14-3-3g Raf -3.
For COC(=O)C(C)Sc1nnc2n(-c3cccc(C)c3)c(=O)c3c4c(sc3n12)CCCC4 (stereo not drawn) the results were 14-3-3g Raf -3.
CC(C(=O)Nc1sc2c(c1C#N)CCCCC2)N1C(=O)c2ccccc2C1=O (stereo not drawn) was read as 14-3-3g Raf -6.
Cn1nnnc1SCC1=C(C(=O)O)N2C(=O)[C@@H](NC(=O)[C@H](O)c3ccccc3)[C@H]2SC1 was read as 14-3-3g Raf -2.
For CC(C)(C)C(=O)C1C(c2ccsc2)C(C#N)(C#N)C2C=Cc3ccccc3N12 (stereo not drawn) the results were 14-3-3g Raf -82.
For COc1ccccc1Cn1c(=S)[nH]c2cc(C(=O)NCc3ccccc3Cl)ccc2c1=O the results were 14-3-3g Raf -1.
COc1ccc(S(=O)(=O)N2CCC(C(=O)NC3CCCCC3)CC2)cc1OC was read as 14-3-3g Raf -5.
CC(C)n1c(CCNC(=O)c2ccc(Cl)cc2)nc2ccccc21 was read as 14-3-3g Raf -3.
For CC(=C/C(=O)O)/C=C/c1cccs1 the results were 14-3-3g Raf -5.
`O=C(O)CCC(=O)N1N=C(c2ccc(Br)cc2)CC1c1ccc(F)cc1` (stereo not drawn) gave 14-3-3g Raf -9.
CCn1c(C=Cc2c[nH]c3ccccc23)nc2ccc(I)cc2c1=O was read as 14-3-3g Raf -5.
For Cc1cccc(N(C(=O)Cn2nnc3ccccc32)C(C(=O)NCc2ccco2)c2ccncc2)c1 (stereo not drawn) the results were 14-3-3g Raf -8.
`O=C(Nc1cccc(-c2nc3ccccc3c(=O)o2)c1)c1ccccc1Br` gave 14-3-3g Raf -18.
Screening O=C(O)c1cccc(S(=O)(=O)N2CCCC2)c1 returned 14-3-3g Raf -4.
For COc1cccc2cc(C(=O)NCC3CCCO3)c(=O)oc12 (stereo not drawn) the results were 14-3-3g Raf -8.
For Cc1cnc(NC(=O)c2ccc3c(c2)C(=O)N(Cc2ccco2)C3=O)s1 the results were 14-3-3g Raf -5.
CC(C)OC(=O)c1cccc(C(=O)Nc2ccc(I)cc2)n1 was read as 14-3-3g Raf -4.
`NC(=O)C1CCN(C(=O)c2ccc3c(=O)n(-c4ccccc4)c(SCc4ccc(Cl)cc4)nc3c2)CC1` gave 14-3-3g Raf -7.
NC1=NC2(CCCCC2)N=C(Nc2ccc(Cl)cc2)N1 was read as 14-3-3g Raf -10.
For Cc1ccc(N2C(=O)c3ccc(C(=O)OCC(=O)c4ccc(Br)cc4)cc3C2=O)c(C)c1 the results were 14-3-3g Raf 2.
CCOC(=O)Cn1cc(-c2ccc([N+](=O)[O-])cc2)nc1SCc1ccccc1 was read as 14-3-3g Raf -5.
Screening COc1ccc(N(CC(=O)N2CCc3ccccc32)S(=O)(=O)c2c(C)noc2C)cc1 returned 14-3-3g Raf -1.
Cn1nc(C(=O)N2CCCC2)c2ccccc2c1=O was read as 14-3-3g Raf -4.
Screening Cc1ccc(-n2nc3c(c2NC(=O)CCC2CCCC2)CS(=O)C3)cc1 (stereo not drawn) returned 14-3-3g Raf -5.
`CCn1c(COc2ccccc2C)nnc1SCC(=O)Nc1cc(C)on1` gave 14-3-3g Raf -3.
For O=C(NC(NCc1ccc2c(c1)OCO2)(C(F)(F)F)C(F)(F)F)c1cccnc1 the results were 14-3-3g Raf -3.
`C=CCn1c(SCC(=O)c2ccccc2)nnc1-c1ccc2c(c1)OCO2` gave 14-3-3g Raf -10.
For O=C(CCc1nc(-c2ccccc2F)no1)NCc1ccc2c(c1)OCO2 the results were 14-3-3g Raf -28.
For Cc1c(Cl)cccc1NC(=O)c1ccccc1Cl the results were 14-3-3g Raf -2.
Screening O=C1CCCc2c1cc(C(=O)NC1CCSC1=O)c(=O)n2-c1ccccc1 (stereo not drawn) returned 14-3-3g Raf -7.
`CC(=O)Nc1cc(-c2ccccc2)ccc1O` gave 14-3-3g Raf 1.
CCn1cnc2c(sc3nc4c(cc32)COC(C)(C)C4)c1=O was read as 14-3-3g Raf 0.
Screening CC1=NN(C(=O)c2sc3cc(F)ccc3c2Cl)C(O)(C(F)(F)F)C1 (stereo not drawn) returned 14-3-3g Raf 1.
For O=C(CN1CCN(S(=O)(=O)/C=C/c2ccccc2)CC1)NC(=O)NCc1ccco1 the results were 14-3-3g Raf -8.
Screening Cc1ccccc1CNc1ncnc2c1ncn2C1OC(CO)C(O)C1O (stereo not drawn) returned 14-3-3g Raf 1.
Screening O=C(c1nn2c(C(F)(F)F)cc(-c3ccccc3)nc2c1Br)N1CCOCC1 returned 14-3-3g Raf -4.
`Cc1ccc(NC(=O)CSc2nc3nc(C)c(Cc4ccccc4Cl)c(C)n3n2)cc1` gave 14-3-3g Raf -47.
CCOC(=O)c1c(O)c(=O)[nH]c2ccccc12 was read as 14-3-3g Raf -9.
Screening O=c1cc(CO)oc(C(Nc2ncccn2)c2ccc(F)cc2)c1O (stereo not drawn) returned 14-3-3g Raf 3.
O=C(c1ccc(S(=O)(=O)N2CCOCC2)cc1)N1CCN=C1SCc1ccc(C(F)(F)F)cc1 was read as 14-3-3g Raf 4.
O=C(NCc1n[nH]c(=S)n1-c1ccccc1)c1ccco1 was read as 14-3-3g Raf -4.
Cc1cc(=O)oc(C)c1C(=O)Nc1cnc2ccccc2c1 was read as 14-3-3g Raf -24.
`COc1ccc([N+](=O)[O-])cc1NC(=O)c1sc2ncn(Cc3ccccc3Cl)c(=O)c2c1C` gave 14-3-3g Raf 10.
`CCCCCn1c(SCc2ccncc2)nc2cc(C(=O)NCc3ccco3)ccc2c1=O` gave 14-3-3g Raf -10.
CN(C/C(O)=C(\C#N)c1ccccc1)C1CCCCC1 was read as 14-3-3g Raf -2.
`CCOC(=O)c1c(C)c(C(=O)NC2CCCCC2)c(C)n1CC` gave 14-3-3g Raf -7.
COCCn1c(=S)[nH]c2ccc(N(C)C)cc2c1=O was read as 14-3-3g Raf -4&-4.
For Cc1cc(C)n2nc(SC(C)C(=O)NCc3ccco3)nc2n1 (stereo not drawn) the results were 14-3-3g Raf -8.

Ordered by number of heavy atoms (smallest number first): 12 of the compounds above
CCOC(=O)c1c(O)c(=O)[nH]c2ccccc12 was read as 14-3-3g Raf -9.
For Cc1c(Cl)cccc1NC(=O)c1ccccc1Cl the results were 14-3-3g Raf -2.
CN(C/C(O)=C(\C#N)c1ccccc1)C1CCCCC1 was read as 14-3-3g Raf -2.
O=C(NCc1n[nH]c(=S)n1-c1ccccc1)c1ccco1 was read as 14-3-3g Raf -4.
For Cc1cc(C)n2nc(SC(C)C(=O)NCc3ccco3)nc2n1 (stereo not drawn) the results were 14-3-3g Raf -8.
Screening CC1=NN(C(=O)c2sc3cc(F)ccc3c2Cl)C(O)(C(F)(F)F)C1 (stereo not drawn) returned 14-3-3g Raf 1.
Screening O=c1cc(CO)oc(C(Nc2ncccn2)c2ccc(F)cc2)c1O (stereo not drawn) returned 14-3-3g Raf 3.
Screening Cc1ccccc1CNc1ncnc2c1ncn2C1OC(CO)C(O)C1O (stereo not drawn) returned 14-3-3g Raf 1.
For O=C(CN1CCN(S(=O)(=O)/C=C/c2ccccc2)CC1)NC(=O)NCc1ccco1 the results were 14-3-3g Raf -8.
`Cc1ccc(NC(=O)CSc2nc3nc(C)c(Cc4ccccc4Cl)c(C)n3n2)cc1` gave 14-3-3g Raf -47.
`COc1ccc([N+](=O)[O-])cc1NC(=O)c1sc2ncn(Cc3ccccc3Cl)c(=O)c2c1C` gave 14-3-3g Raf 10.
O=C(c1ccc(S(=O)(=O)N2CCOCC2)cc1)N1CCN=C1SCc1ccc(C(F)(F)F)cc1 was read as 14-3-3g Raf 4.

More records follow.
Screening O=C(CCCn1c(=O)[nH]c2ccsc2c1=O)NCCC1=CCCCC1 returned 14-3-3g Raf -12.
`Cc1ccccc1NC(=O)c1ccc(F)c(S(=O)(=O)NCc2ccc(F)cc2)c1` gave 14-3-3g Raf -4.
Cc1nn(CC(=O)N(C)c2ccc(OC(F)(F)F)cc2)c(C)c1[N+](=O)[O-] was read as 14-3-3g Raf 5.
Screening Nc1nc2ccccc2n1C(=O)CCc1ccccc1 returned 14-3-3g Raf -1.
Cc1c(C(=O)N2CCOCC2)oc2ccc(S(=O)(=O)N3CCCCCC3)cc12 was read as 14-3-3g Raf 6.
Screening CCCC(=O)c1ccc(N2CCCCCC2)c(F)c1 returned 14-3-3g Raf -6.
O=C1C(=O)N(CCCN2CCOCC2)C(c2ccccc2)/C1=C(\O)c1ccc(Cl)cc1 (stereo not drawn) was read as 14-3-3g Raf -1.
Screening COc1ccc2cc3cc(C(=O)N4CCCC(C)C4)oc3nc2c1 (stereo not drawn) returned 14-3-3g Raf 16.
For Cn1cnnc1SCc1cn2cc(Cl)ccc2n1 the results were 14-3-3g Raf -4.
For CCCCn1c(CN(Cc2ccccc2)Cc2ccccc2)nc2c1c(=O)n(C)c(=O)n2C the results were 14-3-3g Raf -8.
CCOc1ccccc1N1CCN(c2ccc(N3C(=O)C4CC=CCC4C3=O)cc2[N+](=O)[O-])CC1 (stereo not drawn) was read as 14-3-3g Raf 1.
Cc1ccc(NS(=O)(=O)c2cccc3c(S(=O)(=O)Nc4ccc(C)cc4C)cccc23)c(C)c1 was read as 14-3-3g Raf -26.
For CCC1CCC(=O)C(C2(O)C(=O)Nc3ccccc32)C1 (stereo not drawn) the results were 14-3-3g Raf 0.
CC(=O)c1ccc(N2C(=O)c3ccc(C(=O)c4ccc5c(c4)C(=O)N(c4ccc(C(C)=O)cc4)C5=O)cc3C2=O)cc1 was read as 14-3-3g Raf -10.
Screening O=C(Nc1cccc(Cl)c1)c1ccc(C(F)(F)F)cc1 returned 14-3-3g Raf -3.
For COc1cccc(C(=O)N2CCSC2=S)c1 the results were 14-3-3g Raf 0&-5.
For CCOc1cccc(C2NC(=O)NC(C)=C2C(=O)OC2CCCCCC2)c1 (stereo not drawn) the results were 14-3-3g Raf -3.
`Cc1ccc(-n2nc(C(=O)NCCc3ccc(Cl)cc3)c3c4ccccc4n(C)c3c2=O)cc1` gave 14-3-3g Raf 4.
